Apoferritin bind – binds horse apoferritin like a general anesthetic. P02791. apoferritin/1-aminoanthracene competitive binding, fluorescence. Potency, µM (series often up to 77.5 µM), without a hit: at the top dose activity change, negative = displacement, hits mostly inhibitors. actives 0.074% (n = 350,000). AID 485281; further: on the % scale 0 is the no-effect control and ±100 the full control effect; nearly all actives have a fitted effect of over 20% in size
Target sequence (P02791 2-175 limits assumed): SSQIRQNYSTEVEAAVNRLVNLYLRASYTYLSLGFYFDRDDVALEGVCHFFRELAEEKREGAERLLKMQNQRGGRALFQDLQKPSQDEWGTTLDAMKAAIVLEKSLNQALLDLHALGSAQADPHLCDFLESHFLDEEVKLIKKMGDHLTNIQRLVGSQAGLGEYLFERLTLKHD
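In PBS, apoferritin at 10 uM is loaded with 1-AMA from a 50% saturated solution. After 10 min of compound exposure at ambient temperature, reduced 535 nm fluorescence indicates probe displacement.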
APE1 inh – inhibitors of human APE1 endonuclease; actives 0.35% (n = 350,000); Potency, µM (series often up to 65.8 µM), inactives show at the highest dose activity change, negative = inhibition, actives largely listed as inhibitors; P27695; recombinant APE1, TAMRA/BHQ-2 abasic DNA cleavage fluorescence; AID 2517;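 further: plate controls were vehicle for no effect and reference inhibitor for full effect; nearly all actives have a fitted effect of over 55% in size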
Target sequence (P27695 whole entry, looked up): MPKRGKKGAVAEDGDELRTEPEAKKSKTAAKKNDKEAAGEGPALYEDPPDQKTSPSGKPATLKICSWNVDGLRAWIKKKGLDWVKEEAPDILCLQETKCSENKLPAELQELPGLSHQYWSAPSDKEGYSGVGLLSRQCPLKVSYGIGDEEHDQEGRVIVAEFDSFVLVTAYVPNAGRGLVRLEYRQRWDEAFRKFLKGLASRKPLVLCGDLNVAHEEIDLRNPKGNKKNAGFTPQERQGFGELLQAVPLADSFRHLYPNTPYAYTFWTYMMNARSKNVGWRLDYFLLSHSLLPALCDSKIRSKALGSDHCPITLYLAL
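Incision of a quenched TAMRA/BHQ-2 THF abasic-site duplex (50 nM) by 0.75 nM APE1, after 15 min compound preincubation, measured as fluorescence increase over three 60 s reads. Values normalized to buffer, DMSO and NSC13755 control wells.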
POLB inh – inhibitors of human DNA polymerase beta | P06746 | Pol beta primer extension/strand displacement, fluorescence kinetic | Potency, µM (doses to about 114 µM), for the others: top-dose activity change, negative = inhibition, actives largely listed as inhibitors | AID 485314 | actives 1.3% (n = 340,000); further: on the % scale 0 is the no-effect control and ±100 the full control effect
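Pol beta (10 nM) was preincubated with compound for 15 min at room temperature. The reaction was then started with 50 nM substrate and read immediately and after a further 10 min at room temperature.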
G9a inh – inhibitors of human histone lysine methyltransferase G9a; Potency, µM (top dose mostly 102 µM), without a hit: at the top dose activity, negative = inhibition, usual class: inhibitors; Q96KQ7; AID 504332; G9a H3K9 monomethylation, AlphaScreen, 2 h; actives 8.8% (n = 350,000); further: on the % scale 0 is the no-effect control and ±100 the full control effect; nearly all actives have a fitted effect of over 75% in size
Target sequence (Q96KQ7 913-1193 limits assumed): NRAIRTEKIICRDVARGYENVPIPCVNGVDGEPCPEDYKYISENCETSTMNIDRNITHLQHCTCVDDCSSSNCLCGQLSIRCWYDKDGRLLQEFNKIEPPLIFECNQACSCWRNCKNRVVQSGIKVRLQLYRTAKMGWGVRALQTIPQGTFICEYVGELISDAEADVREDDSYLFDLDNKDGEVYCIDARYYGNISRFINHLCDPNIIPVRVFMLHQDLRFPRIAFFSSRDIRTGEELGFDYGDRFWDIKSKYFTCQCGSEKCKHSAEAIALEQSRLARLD
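Readings reflect AlphaScreen signal from monomethyl-H3K9 antibody detection. HMT at 20 nM; substrate b-H3K9 500 nM; cofactor SAM 20 uM; 2 h RT reaction; compounds tested as titrations in qHTS with 15 min preincubation.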
BAZ2B block – blocks human BAZ2B; Q9UIF8; Potency, µM (top dose mostly 114 µM), for the others: at the top dose activity change, negative = inhibition, most hits filed as inhibitors; AlphaScreen BAZ2B-H3K14Ac peptide displacement; actives 4.4% (n = 360,000); further: on the % scale 0 is the no-effect control and ±100 the full control effect; nearly all actives have a fitted effect of over 60% in size
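BAZ2B 50 nM plus b-H3(5-23)K14Ac 50 nM, PBS pH 7.4/0.01% Tween-20, 30 min RT; compound added (max 110 uM), 30 min RT; streptavidin donor/Ni-chelate acceptor beads 10 ug/mL final, 20 min dark; AlphaScreen read.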
Pol iota inh – DNA polymerase iota (human) inhibition. Potency, µM (doses to about 115 µM), without a hit: at the highest dose activity, negative = inhibition, hits mostly inhibitors. Q9UNA4. Pol iota fluorescent replication assay, 10 min. actives 1% (n = 390,000)
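Pol iota at 10 nM preincubated 15 min with compounds at room temperature; reaction started with fluorescent substrate, 50 nM final. Fluorescence read kinetically at 0 and 10 min; buffer-only wells as negative control.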
Pol kappa inh – blocks human DNA polymerase kappa activity | actives 0.53% (n = 400,000) | Potency, µM (series often up to 107 µM), inactives show at the highest dose activity, negative = inhibition, actives largely listed as inhibitors | purified Pol kappa, fluorescent DNA synthesis assay, 10 min | AID 588579 | Q9UBT6; further: on the % scale 0 is the no-effect control and ±100 the full control effect
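First, compounds were pin-transferred onto 10 nM Pol kappa. After 15 min at room temperature, substrate was added to 50 nM final. Fluorescence was then measured kinetically at 0 and 10 min.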
BLM helicase inh – Bloom syndrome helicase (human) inhibition; recombinant BLM DNA unwinding, fluorescence dequenching; Potency, µM (doses to about 56.1 µM), inactives show at the highest dose activity change, negative = inhibition, actives largely listed as inhibitors; P54132; actives 0.2% (n = 350,000);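 further: plate controls were vehicle for no effect and no enzyme for full effect; nearly all actives have a fitted effect of over 35% in size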
Pol eta inh – blocks human DNA polymerase eta activity; actives 1.2% (n = 390,000); recombinant Pol eta, fluorescent DNA replication assay; AID 588591; Potency, µM (highest dose often 114 µM), for the others: at the highest dose activity change, negative = inhibition, hits mostly inhibitors; further: on the % scale 0 is the no-effect control and ±100 the full control effect
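Pol eta (10 nM) was preincubated with compounds for 15 min at room temperature, after which fluorescent replication substrate (50 nM final) was added to start the reaction. Fluorescence was read kinetically at 0 and 10 min.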
The depositor's hits bear a star; ? = inconclusive; . = no result given; & = joins results of further samples; [ ] = another dose, or the depositor's remark. The call rests on the fitted dose curve; in most records, active means well fitted curve in the direction sought with a large enough effect; inconclusive means small, poorly fitted or top-dose-only effect, or another doubt; inactive means no such curve, though single readings can be large; an effect the other way counts as inactive or inconclusive. Potency means the concentration at half of the fitted maximal effect. These rows are one share of the data. The share of hits here may be higher or lower than overall.

compound	Apoferritin bind	APE1 inh	POLB inh	G9a inh	BAZ2B block	Pol iota inh	Pol kappa inh	BLM helicase inh	Pol eta inh
CC(Cc1ccccc1)NC(=O)C(c1ccc(N)cc1)c1ccc(N)cc1 (configuration not stated)	-23%	-8%	14%	?	?	-17%	4%	-5%	-20%
NC(=S)N/N=C/c1coc2ccccc2c1=O	7%	-1%	14%	20%[59 µM]	-11%	-13%	-6%[60.1 µM]	2%	4%
CCOc1ccc2nc(NC(=O)c3cccn(Cc4ccccc4)c3=O)sc2c1	65%[activator]	.	0%	-2%[59 µM]	1%	12%	-5%[60.1 µM]	-2%	-15%
CN1CC(C(=O)c2ccc(F)cc2)C(c2ccc(F)cc2)C1 (configuration not stated)	-8%	?	-5%	13%	-6%	-3%	-12%	-1%	2%
O=C1CC(=O)N(c2cccc(F)c2)C(=O)N1	-7%	1%	6%	.	-3%	10%	-3%	-6%	-11%
Cc1ccc(S(=O)(=O)CC(=O)c2cc(C)c(OC(=O)N(C)C)c(C)c2)cc1	-13%	0%	0%	-5%	-13%	6%	-2%	-3%	-6%
CC(C)Cc1nc(N2CCNCC2)c(C#N)c2c1CCC2	-1%	0%	2%	.	0%	9%	-5%	0%	2%
CC[C@@]1(O)C(=O)OCc2c1cc1n(c2=O)Cc2cc3c(O)cccc3nc2-1	779%[activator]	?	.	2.5µM*	.	.	30µM*	-17%	.
COc1cccc(OC)c1C1=NCC(=O)Nc2c1oc1ccc(Br)cc21	-8%	-7%	-10%	?	-38%	8%	-20%	-5%	-14%
COC(=O)C1=C(c2cccc(OCc3ccccc3)c2)C[C@@H]2CC[C@H]1N2C(=O)NCc1cccc(F)c1	.	-7%	.	2%[2.33 µM]	6%	12%	-7%	.	0%
CCCCn1c(O)c(C(CC)=Nc2ccc(OCC)cc2)c(=O)[nH]c1=O	-16%	-2%	1%	2%[2.33 µM]	5%	5%	-10%	-5%	1%
CCCCP(=O)(O)c1ccccc1	-7%	1%	-10%	5%[59 µM]	.	8%	-5%	-2%	-1%
O=C(C1CC(=O)N(C2CCCCC2)C1)N1CCC2(CC1)OCCO2 (configuration not stated)	-4%	-6%	8%	-31%[59 µM]	8%	3%	1%	1%	-15%
Cc1ccc(N2C(=O)NC(=O)/C(=C\c3cc(C)n(-c4cc(C(=O)O)cc(C(=O)O)c4)c3C)C2=O)cc1	1%	-20%	-28%	35µM*	?	8.9µM*	?	-3%	7.9µM*
CC1(C)CC(CCNCc2ccc3c(c2)OCO3)(Cc2ccccc2)CCO1 (configuration not stated)	-5%	2%	1%	-2%[12.7 µM]	-34%	36%[activator]	1%	-11%	9%
Cc1cc(C)[n+](CCCC[n+]2c(C)cc(C)cc2C)c(C)c1	.	-4%	.	20%[2.33 µM]	-1%	23%	-5%	.	-2%
CCOC(=O)c1c(/N=C/C2C(=O)NC(=S)NC2=O)sc2c1CCC2	-2%	-4%	1%	?	-19%	41%[activator]	-23%	-4%	1%
O=c1[nH]c(=O)n(Cc2ccc(F)cc2)c(O)c1C=NCCCn1ccnc1	-10%	4%	29%	5%	3%	15%	-2%	1%	-4%
CC(C)c1ccc(N=Cc2c(O)n(C3CC3)c(=S)[nH]c2=O)cc1	2%	-6%	-13%	?	-18%	?	0%	2%	-13%
COC(=O)/C=C/C(=O)N[C@@H]1CC[C@@]2(O)[C@H]3Cc4ccc(O)c5c4[C@@]2(CCN3CC2CC2)[C@H]1O5	-20%	8%	.	31%[59 µM]	.	.	5%[19.4 µM]	.	.

Single records (already shown). Order of screens: Apoferritin bind, APE1 inh, POLB inh, G9a inh, BAZ2B block, Pol iota inh, Pol kappa inh, BLM helicase inh, Pol eta inh
Listed for `Cc1ccc(N2C(=O)NC(=O)/C(=C\c3cc(C)n(-c4cc(C(=O)O)cc(C(=O)O)c4)c3C)C2=O)cc1` → 1%, -20%, -28%, 35µM*, ?, 8.9µM*, ?, -3%, 7.9µM*
Listed for `Cc1cc(C)[n+](CCCC[n+]2c(C)cc(C)cc2C)c(C)c1` → ., -4%, ., 20%[2.33 µM], -1%, 23%, -5%, ., -2%

The list goes on:
compound	Apoferritin bind	APE1 inh	POLB inh	G9a inh	BAZ2B block	Pol iota inh	Pol kappa inh	BLM helicase inh	Pol eta inh
CCC(C)n1c(O)c(/C=N/Nc2ccccc2)c(=O)[nH]c1=S (configuration not stated)	?	?	23%	1.1µM*	?	4%	-12%	-3%	-19%
CCC(=NCc1cc(OC)cc(OC)c1)c1c(O)n(C)c(=O)n(C)c1=O	-5%	2%	3%	-28%[59 µM]	-5%	17%	-2%	-6%	0%
C[C@]12CC(=CO)C(=O)C[C@@H]1CC[C@@H]1[C@@H]2CC[C@@]2(C)[C@H]1CC[C@]2(C)O	-6%	2%	1%	?	?	.	.	-5%	.
CCOC(=O)N1CCN(CC(O)COCCC23CC4CC(CC(C4)C2)C3)CC1 (configuration not stated)	?	6%	-1%	-6%	-26%	-8%	-10%	1%	-23%
C=CCN1C(=O)NC(=O)/C(=C/c2cc3c4c(c2)CCCN4CCC3)C1=O	-12%	?	?	?	50µM*	20µM*	?	?	45µM*
CN1CCN(/N=C/c2c(O)n(Cc3ccc(F)cc3)c(=O)[nH]c2=O)CC1	-1%	1%	0%	56µM*	-21%	17%	-8%	-2%	-17%
CCCCN1CCC(O)(c2ccccc2)C(C(=O)c2ccccc2)C1 (configuration not stated)	4%	-2%	4%	?	-19%	-4%	7%	-1%	2%
O=C(c1cc(-c2cccnc2)nc2ccc(Cl)cc12)N1CCC2(CC1)OCCO2	-3%	0%	22%	9%[12.7 µM]	12%	-5%	-11%	-8%	-9%
CC(=O)Nc1cc(C(=O)N2CCC3(CC2)OCCO3)ccc1S(=O)(=O)c1ccc(Cl)cc1	-9%	2%	6%	18%[12.7 µM]	13%	2%	-13%	2%	-5%
CCOC(=O)c1c(C)[nH]c(C)c1S(=O)(=O)N1CCC(C(=O)N2CCN(c3ccc(Cl)cc3)CC2)CC1	-7%	.	1%	6%[59 µM]	?	16%	-13%[60.1 µM]	-3%	-21%

Results in POLB inh (3 entries from above):
molecule	POLB inh
CCCCN1CCC(O)(c2ccccc2)C(C(=O)c2ccccc2)C1 (configuration not stated)	4%
O=C(c1cc(-c2cccnc2)nc2ccc(Cl)cc12)N1CCC2(CC1)OCCO2	22%
CC(=O)Nc1cc(C(=O)N2CCC3(CC2)OCCO3)ccc1S(=O)(=O)c1ccc(Cl)cc1	6%

The results go on.
compound	Apoferritin bind	APE1 inh	POLB inh	G9a inh	BAZ2B block	Pol iota inh	Pol kappa inh	BLM helicase inh	Pol eta inh
C/C(=N\NC(=O)c1ccncc1)c1c(O)n(-c2ccccc2)c(=O)[nH]c1=O	-11%	-1%	?	.	-8%	?	-3%	-7%	-4%
N#Cc1ccccc1Cn1cc(C(=O)c2ccccc2F)c2ccccc21	-1%	1%	11%	24%[59 µM]	0%	-8%	-6%	-6%	-13%
CN1CCC(N(C)c2nc(-c3ccccc3)nc3ccccc23)CC1	-16%	0%	?	0%[12.7 µM]	-5%	-24%	-14%	49%[activator]	2%
Cn1c(O)c(C(=NCCc2c[nH]c3ccccc23)c2ccccc2)c(=O)n(C)c1=O	-17%	4%	-4%	.	?	-3%	-15%	1%	-24%
c1ccc2oc(N3CCNCC3)nc2c1	-13%	5%	25%	17%[59 µM]	13%	20%	2%	-2%	3%
Cc1cnc[nH]1	.	21%&2%	.	6%[0.501 µM]	7%	5%	-17%	.	-1%
O=C(Cc1ccccc1)OCn1nnc2ccccc2c1=O	1%	-9%	14%	3%[59 µM]	6%	9%	-11%	3%	6%
CC(C)n1cc(C(=O)N(CC(=O)NC2CCCC2)Cc2ccccc2)cn1	-4%	3%	-1%	0%	7%	4%	-6%	-2%	-4%
COc1ccc(-c2[nH]ncc2CNC(C)Cc2cccc(C)n2)cc1F (configuration not stated)	-6%	0%	15%	.	8%	75%[activator]	-12%	-4%	-11%
O=C(CN1CCCCC1)c1ccc2c(c1)OCO2	-15%	1%	-1%	?	-5%	3%	-10%	5%	-6%
CCOC(=O)c1c(/N=C/C2C(=O)NC(=S)NC2=O)sc(C)c1C	1%	12%	17%	35µM*	-10%	.	.	1%	.
OCC#CC[N+]1(CC#Cc2ccccc2)CCOCC1	-7%	-9%	29%	-5%[59 µM]	-32%	83%[activator]	-2%	0%	-1%
C#C[C@@]1(O)CCC2C3CCC4=C/C(=N/OCC(=O)NC(C(=O)NC(CC(C)C)C(=O)O)C(C)C)CC[C@]4(C)C3CC[C@@]21C (some centres not stated)	-10%	21%	36%	13%	1%	7%	-3%	-2%	-18%
C[N+](C)(C)CCc1ccc(O)cc1	-7%	13%	15%	?	-17%	24%	-8%	-2%	-20%
Nc1c(C(=O)NCCN2CCOCC2)c2nc3ccccc3nc2n1Cc1ccccc1	121%[activator]	-11%	11%	25%[12.7 µM]	-3%	15%	-12%	-8%	1%
Fc1ccc(N2CCN(Cc3cc4c(cc3Br)OCO4)CC2)cc1	-6%	11%	30%	-33%	-9%	131%[activator]	-21%	-4%	-7%
CCCCn1c(=O)c(C(=O)Nc2ccccc2Cl)c(O)c2ccccc21	-12%	-10%	3%	.	9%	-1%	3%	-4%	-2%
CC(C)CN1CCCC2(CCN(C(=O)Oc3ccccc3)CC2)C1	.	7%	.	3%[12.7 µM]	.	.	9%[60.1 µM]	-2%	.
O=C1N=c2ccccc2=C/C1=C\c1c(O)[nH]c(=S)[nH]c1=O	74%[activator]	-3%	-28%	25µM*	6%	-1%	-20%	6%	-3%
C=CCn1c(O)c(C(CC)=NCCCO)c(=O)[nH]c1=O	-6%	-2%	24%	0%	8%	3%	3%	-4%	-8%
COc1c(C)cc(C(=O)C2CCCN(C3CCOCC3)C2)cc1C (configuration not stated)	-9%	4%	13%	26%[59 µM]	-2%	-12%	-3%	2%	-13%
CCOC(=O)c1c(C)n(Cc2ccccc2)c2ccc(OCC(O)CN3C(=O)CNC3=O)cc12 (configuration not stated)	-18%	-8%	2%	11%[59 µM]	-3%	0%	-5%	-8%	-1%
CC(C)C(OC(=O)c1ccco1)C(=O)NCc1ccco1 (configuration not stated)	-9%	2%	1%	0%[59 µM]	-5%	1%	-15%	-1%	?
O=c1c2ccccc2nc(CN2CCCCCC2)n1-c1ccc(F)cc1	-5%	0%	8%	28µM*	0%	4%	-10%	-6%	-7%

Screening data deposited in PubChem by National Center for Advancing Translational Sciences (NCATS).
